High-throughput results from PubChem.
HTR1A agonist: agonists of human 5-HT1a serotonin receptor | CHO 5-HT1a Ga15 NFAT-bla reporter, FRET ratio; 0% basal, 100% maximal reference agonist | activation, % at 10 µM | 65,000 compounds, 0.56% hits;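 active = activation above the screen-wide mean activation plus 3 SD, cut at about 19% in these data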;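 also: 0% = DMSO wells and 100% = 5-CT at EC100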
Autofluor 339: intrinsic fluorescence of library compounds, ex339/em460 – biochemical, MLSMR library, data from DPM-DC assay, artefact control, profiling panel; AID 709; fluorescence fold increase at 10 µM; 65,000 compounds, 5.5% hits; compound autofluorescence, ex339/em460 nm, NADH buffer; active compounds read high; 1 = no-compound wells, NADH background;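 active = at 10 µM, mean starting fluorescence two-fold or more over control wells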;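 also: signal is the first read of a kinetic run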
Hsp90 block: displaces geldanamycin probe from tumor Hsp90; NCI-N417 lysate Hsp90, Cy3B-geldanamycin FP displacement; 64,000 compounds, 0.35% hits; P07900; inhibition, % at 30 µM;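 active = inhibition above 50%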;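 also: 0% = tracer plus lysate wells and 100% = tracer alone without lysate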
HER2 expr 66K: Her2 kinase expression inhibition; 65,000 compounds, 0.69% hits; HER2 level % of control, % at 10 µM; SKBR-3 HER2 protein level, AlphaScreen, 18-24 h; active compounds read low; P04626;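 active = HER2 level under 5% of the carrier-only control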;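 also: 100% = DMSO carrier and 0% = 500 nM PU-H71 HSP90 inhibitor; lower value means stronger loss of Her2 protein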
D1 mod: allosteric modulators of human D1 dopamine receptor; P21728; HEK293 D1, CRE-luciferase, dopamine EC30 potentiation; actives deviate in either direction; B-score at 10 µM; 58,000 compounds, 5.9% hits; AID 641;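 active = luminescence count or its row- and column-corrected plate score outside the 99.7% band of the plate's sample wells, on either side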
NADH coupling: blocks coupling enzymes of NAD/NADH assays | coupled PK/LDH NADH assays, four targets | IC50, µM (highest dose often 10 µM), for the others: at the highest dose inhibition | 65,000 compounds, 0.02% hits | AID 774;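 active = single-dose screening hits from any of four coupled enzyme assays that gave an IC50 when retested across doses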;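 also: the DPM-DC format reads NADH fluorescence rather than 340 nm absorbance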
Ec RNAP inh: inhibitors of Escherichia coli RNA polymerase; E. coli RNA polymerase, fluorescence transcription assay; inhibition, %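 (tested at 10 µM)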; 62,000 compounds, 0.2% hits; AID 559; in the data active = inhibition above about 20%;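 also: 0% = enzyme without compound and 100% = no enzyme blank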
M1 ag: agonists of M1 muscarinic receptor; CHO-M1 cells, Fluo-4 calcium fluorescence, agonist mode; active compounds read high; AID 626; 64,000 compounds, 3% hits; B-score at 10 µM;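 active = fluorescence rise, raw or as B-score row- and column-corrected plate score, outside the 99.7% band of its plate's samples, either direction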
M1 antagonist: M1 muscarinic receptor (rat) antagonism; P08482; CHO-M1 cells, Fluo-4 calcium, ACh EC80 antagonist mode; active compounds read low; B-score at 10 µM; 64,000 compounds, 3.4% hits;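 active = calcium fluorescence response, raw or row-and-column corrected B-score, differing from the plate sample mean either way at a set confidence level, mostly lower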
* marks the source's active call; other numbers are inactive results; · = no result given; & = joins results of further samples; [ ] = another dose, or the depositor's remark. No enrichment for hits, and some 16% of all compounds hit somewhere here.

SMILES	HTR1A agonist	Autofluor 339	Hsp90 block	HER2 expr 66K	D1 mod	NADH coupling	Ec RNAP inh	M1 ag	M1 antagonist
Cc1cnc(C)c(N2CCC(C(=O)NC(C)c3cccs3)CC2)n1 (centres undefined)	-3.8	1.2	2	111	0.16	1%	·	0.22	0.1
Oc1ccccc1-c1nnc(-c2ccc(C(F)(F)F)cc2)o1	0.5	2.5*	-4	96	0.93	17%	-3	-0.024	-0.13
CCN(Cc1ccccc1)S(=O)(=O)c1ccc(C(=O)Nc2nnc(-c3ccccc3OC)o2)cc1	0.3	3.8*	-3	89	-1.3	8%[fluoresces]	4	-0.11	-0.051
CCn1cc(C(=O)N2CC=C(c3ccccc3)CC2)c(=O)c2ccc(C)nc21	-0.8	0.86	-3	100	1.2	9%	6	0.07	0.093
COc1cc(Cn2c(-c3nonc3N)nc3ccccc32)ccc1C	-5.5	1	1	34	0.64	1%	13	-0.7	-0.33
Cc1csc(NC(=O)c2cccc(S(=O)(=O)N3CCCCC3)c2)n1	-1.2	1.1	-6	105	0.6	2%	1	0.0094	0.27
CC(C)(C)C1=Nn2c(nnc2-c2ccccc2F)SC1	-1.2	1.1	0	103	21*	8%	-8	-0.53	0.31
S=c1nc(-c2ccccc2)n(CCCn2ccnc2)c2c1CCCC2	-3.1	0.98	0	104	·	4%	3	-0.69	0.57
CCOC(=O)Cc1nn(C)c(=O)c2ccccc12	-2.5	1	1	107	0.43	4%	1	-2	0.0044
Cc1c(C#N)c2ccccc2n1CC(=O)NCc1cccnc1	1.3	0.9	-4	114	-1.4	12%	5	-0.17	-1.8
CCOC(=O)C1C(=O)NC(N2CCc3ccccc32)=NC1c1ccccc1 (centres undefined)	-2.0	1.1	-5	100	-0.33	3%	1	0.19	-0.12
CCOc1ccccc1N1C(=O)c2cccnc2C1=O	-1.4	1.1	-4	128	-0.018	0%	6	-0.18	0.61
CCCC(=O)NC(C)C(c1cccs1)N1CCN(c2ccccc2)CC1 (centres undefined)	-1.3	0.99	-1	101	-0.006	6%	·	-0.22	-0.018
CC1CCc2ccccc2N1C(=O)c1cccs1 (centres undefined)	-0.1	1.1	3	93	·	3%	6	0.72	0.26
O=C(NCCC1=CCCCC1)c1ccc(Br)o1	-3.2	1.1	-3	97	0.68	1%	8	-0.27	-2.1
Cc1nnc(SCCn2c(Br)nc3c2c(=O)[nH]c(=O)n3C)s1	2.4	1.1	-3	105	-0.35	6%	9	-0.1	0.0033
Cc1cc(C)n(-c2nc3ccccc3nc2N2CCN(C(=O)c3ccc(Cl)cc3)CC2)n1	2.5	1.3	-15	56	0.59	6%	3	0.85	-0.014
COc1ccccc1NC(=O)CSc1nnc(-c2ccncc2)o1	0.1	1.1	3	95	-0.17	1%	-9	0.12	0.014
CC1(C)C(c2ccccc2)=[N+]([O-])CN1O	0.3	1	1	124	-0.29	5%	0	0.033	-0.7
N#CCC(=O)N1CCCCCC1	1.5	1.1	-2	109	-0.48	4%	4	0.12	0.15

Ordered by count of non-hydrogen atoms (falling): some entries from above.
SMILES	HTR1A agonist	Autofluor 339	Hsp90 block	HER2 expr 66K	D1 mod	NADH coupling	Ec RNAP inh	M1 ag	M1 antagonist
Cc1cc(C)n(-c2nc3ccccc3nc2N2CCN(C(=O)c3ccc(Cl)cc3)CC2)n1	2.5	1.3	-15	56	0.59	6%	3	0.85	-0.014
CCOC(=O)C1C(=O)NC(N2CCc3ccccc32)=NC1c1ccccc1 (centres undefined)	-2.0	1.1	-5	100	-0.33	3%	1	0.19	-0.12
COc1ccccc1NC(=O)CSc1nnc(-c2ccncc2)o1	0.1	1.1	3	95	-0.17	1%	-9	0.12	0.014
Cc1c(C#N)c2ccccc2n1CC(=O)NCc1cccnc1	1.3	0.9	-4	114	-1.4	12%	5	-0.17	-1.8
Cc1nnc(SCCn2c(Br)nc3c2c(=O)[nH]c(=O)n3C)s1	2.4	1.1	-3	105	-0.35	6%	9	-0.1	0.0033
CCOc1ccccc1N1C(=O)c2cccnc2C1=O	-1.4	1.1	-4	128	-0.018	0%	6	-0.18	0.61
CC1CCc2ccccc2N1C(=O)c1cccs1 (centres undefined)	-0.1	1.1	3	93	·	3%	6	0.72	0.26
O=C(NCCC1=CCCCC1)c1ccc(Br)o1	-3.2	1.1	-3	97	0.68	1%	8	-0.27	-2.1
CC1(C)C(c2ccccc2)=[N+]([O-])CN1O	0.3	1	1	124	-0.29	5%	0	0.033	-0.7
N#CCC(=O)N1CCCCCC1	1.5	1.1	-2	109	-0.48	4%	4	0.12	0.15

The list goes on.
SMILES	HTR1A agonist	Autofluor 339	Hsp90 block	HER2 expr 66K	D1 mod	NADH coupling	Ec RNAP inh	M1 ag	M1 antagonist
CC(=O)N(C)c1ccc(NC(=O)c2ccco2)cc1	-0.1	1.1	-3	102	-0.0033	2%	4	-0.6	0.28
CCCOC(=O)c1ccc(NC(=O)c2ccoc2C)cc1	-1.6	1.1	-9	93	-1.1	5%	9	-0.7	-0.095
CC1CN(C2CCCCC2)c2nc3c(c(=O)n(C)c(=O)n3C)n2C1 (centres undefined)	-0.9	1.1	0	106	1.1	1%	1	0.38	1
COc1cccc(-c2cc(C(=O)NC3CCCC3)no2)c1	-0.2	1.1	-4	86	·	6%	4	0.031	-0.29
CCOc1cc(-c2noc(-c3ccncc3)n2)cc(Br)c1OC	1.3	1.1	2	96	2.1	4%	5	0.27	0.56
O=C(Nc1ccc2c(c1)OCO2)c1ccc(Br)c(S(=O)(=O)N2CCCC2)c1	-4.2	1	1	84	-0.15	3%	8	0.9	-0.46
Cc1occc1-c1nnc(SCC(=O)Nc2ccc3c(c2)OCO3)n1CC1CCCO1 (centres undefined)	0.0	1.1	-2	105	-0.82	6%	-2	0.26	0.077
Cc1cc(C(=O)CSc2nnnn2C)c(C)n1CCc1ccc(F)cc1	1.5	1.1	0	104	·	7%	2	-0.92	-2.1*
COc1ccc2c(c1)C1(Nc3ccccc3C(=O)N1c1ccccc1)C(=O)N2 (centres undefined)	-0.1	1.1	-4	152	0.92	5%	·	0.24	0.052
O=C(c1cccc(Br)c1)N1CCN(C(=O)N2CCCCC2)CC1	-3.3	1.1	-3	74	·	4%	·	·	·
O=C(C1CC(=O)N(C2CCCC2)C1)N1CCC(Cc2ccccc2)CC1 (centres undefined)	-0.8	1.1	-4	94	-0.65	3%	-1	1.4	-0.8
O=C(Nc1cnc2ccccc2c1)c1ccco1	-3.5	1.1	1	64	-4.5*	1%	·	-0.4	0.88
CCOC(=O)C1CCN(C(=O)c2cc(S(=O)(=O)N3CCOCC3)c(Cl)cc2Cl)CC1	1.7	1.1	0	99	0.14	4%	5	-0.0086	-1.4
C=CCOc1nc2c(c(=O)n(C)c(=O)n2C)n1Cc1c(Cl)cccc1Cl	3.3	1.1	-3	67	3	1%	7	-0.023	0.22
COc1cccc(NC(=O)N2CCCC(C(=O)Nc3ccccc3OC)C2)c1 (centres undefined)	-0.3	1.1	2	113	0.086	6%	7	-0.052	0.12
O=C(NCCN1CCCCC1)/C(=N\O)c1ccccc1	-1.7	1.1	0	112	·	4%	6	0.069	-1
CCCC(C(=O)N1CCOCC1)N1C(=O)C2C3C=CC(C3)C2C1=O (centres undefined)	-3.3	1	-1	83	-0.39	12%	-2	1.6	-0.14
O=C(CCN1CCOCC1)Nc1ccc2c(c1)CCC2	-0.7	1.1	-4	151	-0.16	1%	7	-0.017	-0.56
CC(/C=C/c1ccccc1)NC(N)=O (centres undefined)	-0.6	0.98	-3	123	-0.54	8%	4	0.074	0.21
O=C(NC1CCCC1)C(c1ccc(O)cc1)N(CC1CCCO1)C(=O)C1COc2ccccc2O1 (centres undefined)	1.1	1.1	-1	96	0.15	4%	10	-0.31	-0.78
O=C(Cc1ccccc1)Nc1c2c(nn1-c1cccc(Cl)c1)CS(=O)(=O)C2	1.9	1.1	2	128	0.37	6%	5	0.37	-0.4
O=P(O)(O)c1ccccc1OCCOCCOc1ccccc1P(=O)(O)O	1.0	1	0	110	0.77	9%	9	-0.44	0.21
O=S(=O)(Nc1cccc2cn[nH]c12)c1ccc(F)cc1	-2.6	1	-1	103	0.033	8%	9	-0.72	0.12
COc1ccccc1N1CCN(S(=O)(=O)c2ccc(Cl)s2)CC1	0.1	1.1	-2	120	·	3%	7	-0.13	-0.55
CN1CCc2c(sc3c2C(=O)NC(c2ccco2)N3)C1 (centres undefined)	-1.4&3.5	1.3&1.6	-11&-10	91&87	-0.6	8%&12%	-2	3.5	0.63
COc1cccc(C(=O)Nc2ncc3c(n2)CC(c2ccc(OC)cc2OC)CC3=O)c1 (centres undefined)	-1.7	1.1	-1	75	-0.022	7%	7	-0.72	0.8
Cn1nnnc1SCC(=O)N1c2ccccc2Sc2ccccc21	-5.1	1	2	85	0.73	2%	4	-1	-0.73
CCn1c(=O)cc(SCC(=O)NCC2CCCO2)c2ccccc21 (centres undefined)	-1.5	1.2	-4	94	-0.22	4%	6	-0.85	1
Cc1cc(C)n(CC(=O)n2nc(C)cc2C)n1	1.8	1.1	0	123	-0.55	3%	2	-0.018	-0.27
COc1cccc(C2CC(c3ccccc3Cl)Nc3nc(N)nn32)c1 (centres undefined)	0.4	1	2	116	1.8	7%	·	-0.26	0.078
Cc1ccc2oc3c(c(=O)c2c1)C(c1cccc(Br)c1)N(Cc1ccco1)C3=O (centres undefined)	-0.1	1.1	0	64	-0.52	5%	4	-0.18	0.32
CCOCCCNC(=O)NC12CC3CC(CC(C3)C1)C2	-4.5	1.1	-2	106	-0.2	5%	3	0.46	-5.1*
CCOC(=O)C1(C)NC(c2ccc(N(C)C)cc2)C2C(=O)N(CC)C(=O)C21 (centres undefined)	-1.6	1.1	2	70	-0.28	2%	7	0.19	0.034
Cn1nc(C(C)(C)C)cc1C(=O)NCc1ccc(N2CCCC2=O)cc1	0.9	1	-1	84	·	2%	8	1.3	-1.5
OC(COc1ccccc1Cl)CN1CCN(CC(O)COc2ccccc2Cl)CC1 (centres undefined)	5.3	1.1	4	117	-6.3*	5%	8	5.2*	-0.49
COc1cc(-c2c(C#N)c(N)nc3c2CCCC3)cc(OC)c1OC	-0.8	1.4	-4	87	2	6%	10	2.2	0.033
COCC(=O)Nc1nnc(Cc2ccc(OC)c(OC)c2)s1	-4.7	1.1	2	122	9.8*	1%	·	0.85	-0.1
CC(C)(C)n1nnnc1C(c1cccs1)N1CCCc2ccccc21 (centres undefined)	-1.1	1	7	82	-0.12	7%	2	0.44	-0.18
CCCCCCn1c(N2CCN(c3ccccc3)CC2)nc2c1c(=O)n(C)c(=O)n2C	5.4	1.1	-1	54	-0.28	9%	5	0.69	-0.66
Cc1ccccc1NC(=O)c1ccc(S(=O)(=O)N(C)C)cc1	-1.7	1.1	0	101	-1	4%	0	-0.44	-0.026
COc1ccc(Cl)cc1C(=O)Nc1ccc2c(c1)OCO2	-1.1	1.1	1	108	-1.1	3%	3	-0.11	-2.1
CN(c1cccc(NC(=O)COc2ccccc2)c1)S(C)(=O)=O	-2.9	1	-3	89	0.2	5%	-16	-0.24	0.47
O=C(c1cccs1)N1CCC(c2nc3ccccc3s2)CC1	1.5	1	-4	78	-0.49	4%	6	1.8	-1.4
